TAAR1 agonist: agonists of human TAAR1 | Q96RJ0 | CHO RD-HGA16 TAAR1, Fluo-8 calcium fluorescence; vehicle wells 0%, saturating PEA agonist 100% | activation, % at 3 µM | 0.99% of 360,000 active | AID 624467;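 active means activation above the mean activation of all test compounds in the run plus 3 SD, cut at about 38% in these data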
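test system = CHO RD-HGA16 cells carrying human TAAR1 plus Gα16 | schedule = 17-24 h seeding, 75 min 37 °C dye, 30 min RT | compound dosing = 3 µM single concentration | control set = DMSO and PEA EC100 | replicates = n 1 | signal = Fluo-8 fluorescence, 5 s baseline then 140 s kinetic read | measure = percent activation vs PEA EC100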
CRFR2-BP antag: antagonists of CRF-binding protein/CRF-R2 receptor complex. HEK293 CRF-R2/CRF-BP, CRF-induced calcium fluorescence. inhibition, % at 11.8 µM. 0.59% of 350,000 active;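 active means inhibition of the ligand-induced calcium signal above about 50% at the single tested concentration, limit read from the data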
CRFR2-BP ag: CRF-BP/CRF-R2 complex agonism. HEK293 CRF-R2/CRF-BP, calcium dye fluorescence (FLIPR); percent of saturating CRF peptide response. activation, % at 13.2 µM. 0.46% of 350,000 active;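 active means activation of at least 50%, plus an integration ratio under a set limit after plate pattern correction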;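 further: plate controls were neutral control wells without compound for no effect and CRF at EC100 for full effect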
TAAR1 antagonist: human TAAR1 antagonism; Q96RJ0; CHO RD-HGA16 TAAR1, Fluo-8 calcium fluorescence, antagonist; inhibition, % at 3 µM; 1.5% of 360,000 active; AID 624466;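 active means inhibition above a per-plate cutoff, the mean inhibition of test compounds on that plate plus 3 SD, cut at about 49% in these data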;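 further: 0% = DMSO plus EC80 beta-PEA response and 100% = DMSO alone without agonist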
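Assay system: CHO-derived RD-HGA16 cells stably expressing human TAAR1 plus Gα16. Timing: 140 s kinetic read after compound, 140 s after agonist. Technique: kinetic Fluo-8 calcium fluorescence measurement. Measure: % inhibition of agonist calcium response.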
M5 antag: CHRM5 antagonism in calcium assay; P08912; inhibition, % at 3 µM; CHO-hM5 cells, Fluo-8 calcium fluorescence, ACh EC80; AID 624040; 0.59% of 360,000 active;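 active means inhibition above a per-plate cutoff, the mean of that plate's test compounds plus 3 SD, cut at about 27% in these data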;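 further: 0% = acetylcholine EC80 with DMSO and 100% = DMSO without agonist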
Target sequence (P08912 whole entry, looked up): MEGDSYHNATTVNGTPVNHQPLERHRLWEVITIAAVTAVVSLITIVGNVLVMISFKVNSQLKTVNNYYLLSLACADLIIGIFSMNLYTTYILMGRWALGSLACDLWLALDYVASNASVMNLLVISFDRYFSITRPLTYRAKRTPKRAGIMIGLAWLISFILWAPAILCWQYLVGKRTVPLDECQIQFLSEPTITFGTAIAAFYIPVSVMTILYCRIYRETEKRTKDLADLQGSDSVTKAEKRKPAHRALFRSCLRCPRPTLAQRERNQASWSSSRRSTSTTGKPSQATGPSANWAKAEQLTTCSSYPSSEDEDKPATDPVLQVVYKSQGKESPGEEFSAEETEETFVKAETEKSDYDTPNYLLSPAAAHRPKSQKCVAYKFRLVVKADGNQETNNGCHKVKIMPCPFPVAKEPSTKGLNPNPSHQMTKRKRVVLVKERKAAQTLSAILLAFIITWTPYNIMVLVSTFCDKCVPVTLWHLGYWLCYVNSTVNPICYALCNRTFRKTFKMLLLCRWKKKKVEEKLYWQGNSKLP
M4 PAM: CHRM4 positive allosteric modulation | CHO-K1 hM4/Gqi5, Fluo-8 calcium fluorescence, ACh EC20; 0% = ACh EC20, 100% = maximal ACh | activation, % at 3 µM | 0.4% of 360,000 active | AID 624126;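 active means activation above its plate's cutoff, the mean activation of sample wells plus 3 SD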; further: some results filed as inactive read as strong as hits
Target sequence (P08173 whole entry, looked up): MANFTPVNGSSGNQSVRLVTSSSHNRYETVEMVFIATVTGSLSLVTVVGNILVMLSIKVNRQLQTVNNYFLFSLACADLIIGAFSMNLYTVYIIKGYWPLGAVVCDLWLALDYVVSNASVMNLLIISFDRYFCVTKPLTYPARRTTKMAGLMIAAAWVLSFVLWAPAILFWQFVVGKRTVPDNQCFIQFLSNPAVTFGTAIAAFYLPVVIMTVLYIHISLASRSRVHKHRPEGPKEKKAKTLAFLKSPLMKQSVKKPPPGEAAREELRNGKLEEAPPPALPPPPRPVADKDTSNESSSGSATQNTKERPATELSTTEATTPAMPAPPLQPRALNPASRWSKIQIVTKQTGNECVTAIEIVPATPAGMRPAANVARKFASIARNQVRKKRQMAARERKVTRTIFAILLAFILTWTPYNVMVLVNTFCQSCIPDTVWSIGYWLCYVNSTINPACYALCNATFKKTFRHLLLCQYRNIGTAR
M1 PAM parental: M1 PAM counterscreen hit in parental CHO-K1 cells | ATP EC20, Fluo-8 calcium fluorescence; 0% at ATP EC20, 100% at ATP max | 0.02% of 360,000 active | activation, % at 3 µM | AID 602247;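 active means activation above the run cutoff, the mean activation of all test compounds plus 3 SD, cut at about 40% in these data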;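 further: peak over basal fluorescence ratio in a 140 s read after ATP addition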
M5 ag: CHRM5 agonism in calcium assay; P08912; 0.19% of 360,000 active; AID 624037; activation, % at 3 µM; CHO-K1 hM5 cells, Fluo-8 calcium fluorescence; 0% DMSO wells, 100% maximal acetylcholine response;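 active means activation above the run's mean over test compounds plus 3 SD, cut at about 23% in these data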;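 further: signal is peak over basal fluorescence ratio across the kinetic read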
M5 PAM: CHRM5 positive allosteric modulation; P08912; 0.3% of 360,000 active; activation, % at 3 µM; CHO-K1 hM5, Fluo-8 calcium, ACh EC20 PAM; 0% = ACh EC20, 100% = ACh EC100;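 active means activation above the run cutoff, the mean activation of all test compounds plus 3 SD, cut at about 18% in these data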
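System: CHO-K1 hM5 cells. Reagent: acetylcholine, EC20 level. Compound dosing: single dose, 3 µM nominal final test concentration. Timing: Post-acetylcholine fluorescence recording 140 s. Detection: Fluo-8 calcium fluorescence. Read-out: % activation, ACh-normalized. Benchmarks: ACh EC20 and EC100 wells. Repeats: singlicate, one well per test compound.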
Numbers without * were called inactive.

CC(=O)c1cccc(N(C(=O)Cn2nnc3ccccc32)C(C(=O)NCC2CCCO2)c2ccc(N3CCOCC3)cc2)c1 (centres undefined) was read as TAAR1 agonist 1, CRFR2-BP antag -3, CRFR2-BP ag 1.3, TAAR1 antagonist -4, M5 antag 8, M4 PAM -6, M1 PAM parental 10, M5 ag 1 and M5 PAM 2.
For CC(=O)Nc1ccc(S(=O)(=O)N2CCSC2)cc1 the results were TAAR1 agonist 0, CRFR2-BP antag 13, CRFR2-BP ag -1.6, TAAR1 antagonist 1, M5 antag -7, M4 PAM 5, M1 PAM parental 9, M5 ag 0 and M5 PAM 13.
Screening Cc1ccnc(NC(=O)Nc2cccc(F)c2)n1 returned TAAR1 agonist 0, CRFR2-BP antag 10, CRFR2-BP ag -1.4, TAAR1 antagonist -2, M5 antag -2, M4 PAM 11, M1 PAM parental -8, M5 ag -1 and M5 PAM 9.
Screening CCCCC[C@@H]1C=C(C(=O)O)[C@H](c2ccc(Cl)cc2)N1S(=O)(=O)c1ccc(C)cc1 returned TAAR1 agonist -1, CRFR2-BP antag 21, CRFR2-BP ag -0.7, TAAR1 antagonist 15, M5 antag -1, M4 PAM -5, M1 PAM parental -5, M5 ag 1 and M5 PAM -2.
Screening Cc1ccc(-c2nc(CSCC(=O)N3CCN(C(=O)c4ccco4)CC3)c(C)o2)cc1 returned TAAR1 agonist 0, CRFR2-BP antag 10, CRFR2-BP ag -2.8, TAAR1 antagonist -4, M5 antag -1, M4 PAM -6, M1 PAM parental -4, M5 ag 2 and M5 PAM -6.
`COc1cc(-c2cc(C(=O)Nc3cc(S(=O)(=O)N4CCOCC4)ccc3O)c3ccccc3n2)cc(OC)c1OC` gave TAAR1 agonist 1, CRFR2-BP antag -1, CRFR2-BP ag -0.6, TAAR1 antagonist 51*, M5 antag 12, M4 PAM 2, M1 PAM parental 2, M5 ag 2 and M5 PAM -9.
`O=C(COC(=O)CCC(=O)c1ccc(Cl)cc1)NCCc1ccccc1` gave TAAR1 agonist 4, CRFR2-BP antag -5, CRFR2-BP ag -4.0, TAAR1 antagonist 17, M5 antag 7, M4 PAM 5, M1 PAM parental 15, M5 ag 4 and M5 PAM 1.
Screening O=C(COC(=O)/C=C/c1ccccc1)NCc1ccccc1Cl returned TAAR1 agonist 1, CRFR2-BP antag 20, CRFR2-BP ag 0.1, TAAR1 antagonist 0, M5 antag -3, M4 PAM 3, M1 PAM parental 4, M5 ag -2 and M5 PAM -9.
COc1ccc(C)cc1NS(=O)(=O)c1ccc2c(c1)N(C)CCO2 was read as TAAR1 agonist 1, CRFR2-BP antag 2, CRFR2-BP ag 0.0, TAAR1 antagonist 5, M5 antag 4, M4 PAM -19, M1 PAM parental -20, M5 ag 4 and M5 PAM -6.
For COc1ccc(OCCCC(=O)OCC(=O)Nc2ncc(Cl)cc2Cl)cc1 the results were TAAR1 agonist 1, CRFR2-BP antag 4, CRFR2-BP ag 3.3, TAAR1 antagonist -2, M5 antag 6, M4 PAM -2, M1 PAM parental 15, M5 ag -2 and M5 PAM -4.
For Cc1ccc(CSCC(=O)NCCCN2CCOCC2)cc1 the results were TAAR1 agonist 1, CRFR2-BP antag 1, CRFR2-BP ag -0.2, TAAR1 antagonist -1, M5 antag -3, M4 PAM 11, M1 PAM parental 15, M5 ag -5 and M5 PAM 4.
Cc1noc2ncnc(Oc3ccccc3Cl)c12 was read as TAAR1 agonist 2, CRFR2-BP antag -7, CRFR2-BP ag -1.0, TAAR1 antagonist -3, M5 antag 5, M4 PAM 6, M1 PAM parental -15, M5 ag -4 and M5 PAM 0.

Next part, overlapping the part above by 5 compounds.
Screening O=C(COC(=O)/C=C/c1ccccc1)NCc1ccccc1Cl returned TAAR1 agonist 1, CRFR2-BP antag 20, CRFR2-BP ag 0.1, TAAR1 antagonist 0, M5 antag -3, M4 PAM 3, M1 PAM parental 4, M5 ag -2 and M5 PAM -9.
COc1ccc(C)cc1NS(=O)(=O)c1ccc2c(c1)N(C)CCO2 was read as TAAR1 agonist 1, CRFR2-BP antag 2, CRFR2-BP ag 0.0, TAAR1 antagonist 5, M5 antag 4, M4 PAM -19, M1 PAM parental -20, M5 ag 4 and M5 PAM -6.
For COc1ccc(OCCCC(=O)OCC(=O)Nc2ncc(Cl)cc2Cl)cc1 the results were TAAR1 agonist 1, CRFR2-BP antag 4, CRFR2-BP ag 3.3, TAAR1 antagonist -2, M5 antag 6, M4 PAM -2, M1 PAM parental 15, M5 ag -2 and M5 PAM -4.
For Cc1ccc(CSCC(=O)NCCCN2CCOCC2)cc1 the results were TAAR1 agonist 1, CRFR2-BP antag 1, CRFR2-BP ag -0.2, TAAR1 antagonist -1, M5 antag -3, M4 PAM 11, M1 PAM parental 15, M5 ag -5 and M5 PAM 4.
Cc1noc2ncnc(Oc3ccccc3Cl)c12 was read as TAAR1 agonist 2, CRFR2-BP antag -7, CRFR2-BP ag -1.0, TAAR1 antagonist -3, M5 antag 5, M4 PAM 6, M1 PAM parental -15, M5 ag -4 and M5 PAM 0.
Screening CC(=O)c1c(C)nc(-c2ccc(Cl)cc2)nc1NC(=O)C(C)C returned TAAR1 agonist 15, CRFR2-BP antag 4, CRFR2-BP ag 1.3, TAAR1 antagonist 5, M5 antag 1, M4 PAM -7, M1 PAM parental 12, M5 ag -1 and M5 PAM -9.
Cc1cc(=O)oc2cc(OCCSCCN3CCOCC3)ccc12 was read as TAAR1 agonist 3, CRFR2-BP antag -2, CRFR2-BP ag 1.9, TAAR1 antagonist 8, M5 antag 1, M4 PAM -1, M1 PAM parental 8, M5 ag -5 and M5 PAM -5.
`Cn1c(NNC(=O)/C=C/c2ccc3c(c2)OCO3)cc(=O)n(C)c1=O` gave TAAR1 agonist 4, CRFR2-BP antag -15, CRFR2-BP ag 0.1, TAAR1 antagonist -23, M5 antag 2, M4 PAM 13, M1 PAM parental 17, M5 ag 0 and M5 PAM 4.
O=C1Cc2cc(NS(=O)(=O)c3ccc(Cl)cc3)cc3c2N1CCC3 was read as TAAR1 agonist 2, CRFR2-BP antag -13, CRFR2-BP ag -0.9, TAAR1 antagonist 11, M5 antag -3, M4 PAM -4, M1 PAM parental 1, M5 ag -3 and M5 PAM 5.
`COc1cc(NC(=O)Nc2nc(C(N)Cc3ccc(C(F)(F)F)cc3)cs2)cc(OC)c1OC` (centres undefined) gave TAAR1 agonist 2, TAAR1 antagonist 0, M5 antag 4, M4 PAM 2, M1 PAM parental 3, M5 ag 2 and M5 PAM 0.
Cc1nc(C)n(CCNS(=O)(=O)c2ccc(C)c(C)c2)n1 was read as TAAR1 agonist 0, CRFR2-BP antag 12, CRFR2-BP ag -1.0, TAAR1 antagonist -4, M5 antag 5, M4 PAM -2, M1 PAM parental 13, M5 ag 0 and M5 PAM 3.
O=c1cc(CO)oc2ccccc12 was read as TAAR1 agonist 2, CRFR2-BP antag 4, CRFR2-BP ag -0.3, TAAR1 antagonist 11, M5 antag 4, M4 PAM 5, M1 PAM parental 5, M5 ag 2 and M5 PAM 15.
CCN(C(=O)COC(=O)/C=C/c1ccc(OC)c(OC)c1)c1c(N)n(Cc2ccccc2)c(=O)[nH]c1=O was read as TAAR1 agonist 14, CRFR2-BP antag -17, CRFR2-BP ag -1.4, TAAR1 antagonist -1, M5 antag 17, M4 PAM 10, M1 PAM parental 19, M5 ag 0 and M5 PAM 0.
Screening CN(Cc1ccccc1)C(=O)COc1ccccc1 returned TAAR1 agonist 3, CRFR2-BP antag -7, CRFR2-BP ag -0.8, TAAR1 antagonist -8, M5 antag 1, M4 PAM -3, M1 PAM parental 1, M5 ag -6 and M5 PAM -7.
For CCCCOC(=O)C1C2C=C[C@]3(CN(CCCOC)C(=O)[C@H]13)O2 (some centres undefined) the results were TAAR1 agonist -2, CRFR2-BP antag -8, CRFR2-BP ag 0.6, TAAR1 antagonist 8, M5 antag 3, M4 PAM 15, M1 PAM parental 18, M5 ag 0 and M5 PAM 2.
CC(C)(O)C#Cc1ccc(C(=O)NCCc2ccc(S(N)(=O)=O)cc2)cc1 was read as TAAR1 agonist 17, CRFR2-BP antag -14, CRFR2-BP ag 0.1, TAAR1 antagonist -19, M5 antag 5, M4 PAM -3, M1 PAM parental 16, M5 ag -1 and M5 PAM -7.
COc1ccc(S(=O)(=O)N2CCCC(C(=O)N3CCOCC3)C2)cc1OC (centres undefined) was read as TAAR1 agonist 0, CRFR2-BP antag 9, CRFR2-BP ag 0.1, TAAR1 antagonist -6, M5 antag 18, M4 PAM -1, M1 PAM parental 8, M5 ag -1 and M5 PAM -2.
For O=C(/C=C/c1ccc(Cl)c(Cl)c1)NCc1ccco1 the results were TAAR1 agonist 4, CRFR2-BP antag -5, CRFR2-BP ag -3.1, TAAR1 antagonist 5, M5 antag 0, M4 PAM 6, M1 PAM parental -16, M5 ag -1 and M5 PAM 3.
`COc1cc2oc(=O)cc(-c3cccc(-c4cccc(C)c4)c3)c2c(OC)c1OC` gave TAAR1 agonist 2, CRFR2-BP antag 9, CRFR2-BP ag 0.9, TAAR1 antagonist 5, M5 antag -12, M4 PAM -1, M1 PAM parental 21, M5 ag -2 and M5 PAM -1.
`CC1(C)Cc2c(cnn2-c2ccc(F)cc2)C(NC(=O)c2ccco2)C1` (centres undefined) gave TAAR1 agonist 1, CRFR2-BP antag -8, CRFR2-BP ag -0.5, TAAR1 antagonist -2, M5 antag -1, M4 PAM 10, M1 PAM parental 1, M5 ag -6 and M5 PAM 2.
For Cc1ccc2c(C)c(C(=O)N3CCN(c4ncccn4)CC3)oc2c1C the results were TAAR1 agonist 2, CRFR2-BP antag -64, CRFR2-BP ag 0.9, TAAR1 antagonist 8, M5 antag -1, M4 PAM -3, M1 PAM parental -24, M5 ag -1 and M5 PAM -5.
Screening COc1ccc(Nc2nc(C(=O)NCc3ccco3)cs2)cc1 returned TAAR1 agonist -2, CRFR2-BP antag 16, CRFR2-BP ag -1.0, TAAR1 antagonist -5, M5 antag -1, M4 PAM 8, M1 PAM parental 15, M5 ag 5 and M5 PAM 9.
For C=C1C(=O)[C@]23C[C@H]1CC[C@H]2[C@]1(C)[C@@H](O)CC[C@@](C)(C(=O)O)[C@H]1C[C@@H]3O the results were TAAR1 agonist 0, TAAR1 antagonist 3, M5 antag 1, M4 PAM -3, M1 PAM parental -7, M5 ag 0 and M5 PAM -4.

High-throughput results (PubChem BioAssay)
